Compound activity as filed in PubChem.
NR2E3 ag-1 – agonists of human nuclear receptor NR2E3. Q9Y5X4. GST-NR2E3/biotin-RetCOR TR-FRET, 1536-well. inhibition of corepressor binding, % at 4.78 µM. hit rate 0.12% among 320,000. AID 2300;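 active = percent inhibition above the cutoff of mean plus 3 SD of all tested compounds, set per screening campaign, cut at about 20% in these data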;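 also: 0% = DMSO wells and 100% = biotin wells as full block of FRET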
Target sequence (Q9Y5X4 whole entry, looked up): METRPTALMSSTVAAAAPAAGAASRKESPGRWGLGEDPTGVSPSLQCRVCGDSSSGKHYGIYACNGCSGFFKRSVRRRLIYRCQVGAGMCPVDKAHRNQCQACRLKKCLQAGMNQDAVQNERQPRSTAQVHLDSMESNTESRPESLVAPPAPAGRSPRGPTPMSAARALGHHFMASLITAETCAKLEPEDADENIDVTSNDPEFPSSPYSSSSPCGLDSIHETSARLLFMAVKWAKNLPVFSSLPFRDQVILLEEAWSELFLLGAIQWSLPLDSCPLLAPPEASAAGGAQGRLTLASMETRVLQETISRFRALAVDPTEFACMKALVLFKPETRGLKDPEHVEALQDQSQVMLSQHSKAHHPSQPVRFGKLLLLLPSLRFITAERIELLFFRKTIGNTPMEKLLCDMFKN
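Test system – NR2E3–RetCOR corepressor complex · Quantity – NR2E3 fusion 1.35 nM · Buffer or medium – Tris pH 7.5 · Incubation – Compound–protein incubation for 5 h at 4 °C · Technique – TR-FRET, Eu(K)-anti-GST donor, streptavidin-D2 acceptor, ex 340, em 617/671 nm · Evaluation – percent inhibition of 671/617 nm emission ratio versus biotin and DMSO controls · Plate – 1536-well format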
NR2E3 ag-2 – human photoreceptor-specific nuclear receptor agonism; hit rate 0.35% among 360,000; inhibition of corepressor binding, % at 3.98 µM; AID 602229; Q9Y5X4; CHO-S Gal4-NCOR/VP16-NR2E3 two-hybrid, luciferase;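 active = inhibition above the mean of all tested compounds plus 3 SD, cut at about 70% in these data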;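 also: 0% = DMSO with NR2E3 transfected cells and 100% = cells lacking NR2E3 construct; higher means lower luciferase signal from less NR2E3 corepressor binding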
Peg3 promoter – reduces Peg3 promoter-driven luciferase expression in HeLa | hit rate 1.7% among 360,000 | inhibition, % at 20 µM | HeLa PEG-Prom luciferase reporter, luminescence, overnight;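 active = inhibition of at least 50% at 20 µM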
Shn3 inh set2 – inhibitors of Schnurri-3 3'UTR reporter in osteoblasts; Clone20 osteoblast Shn3 3'UTR firefly luciferase, 24 h; hit rate 0.52% among 360,000; inhibition, % at 12.5 µM;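 active = mean inhibition of at least 75% with every replicate also reaching 75%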;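 also: 0% = median of neutral control wells and 100% = pilot-screen positive control compound; some compounds past the cut are filed as inactive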
TRPM1 prom inh – inhibitors of MITF-driven TRPM1 promoter in melanoma cells. SK-MEL-5 TRPM1 promoter luciferase, 24 h. inhibition, % at 12.5 µM. hit rate 0.83% among 330,000;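 active = mean inhibition across replicates of 60% or more, whatever share of single replicates reaches that level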; also: values of inactives mirror those of a sister screen read the other way
CF NFkB block – blocks PAF-induced NF-kB reporter in cystic fibrosis cells; AID 588850; KKLEB NF-kB-GFP reporter, GFP fluorescence overnight; inhibition, % at 5 µM; hit rate 0.86% among 360,000;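 active = at least 50% inhibition at 5 µM, scaled per plate between neutral and stimulator controls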;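 also: PAF is a Pseudomonas aeruginosa culture filtrate used as stimulus; plate controls were PAF-stimulated DMSO wells for no effect and unstimulated DMSO wells for full effect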
C8 TRAIL sens – sensitizes caspase-8 expressing cells to TRAIL. hit rate 1% among 360,000. NB7+C8 cells + TRAIL, ATPlite viability luminescence. inhibition (viability loss, TRAIL sensitization), % at 10 µM;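 active = compounds causing at least 50% loss of cell viability in the single-dose screen, relative to plate controls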
HIF-2a block – inhibitors of HIF-2a; 786-0 RCC cells HIF-2a reporter, luciferase luminescence, overnight; inhibition, % at 18.8 µM; hit rate 0.72% among 360,000; AID 624352;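 active = inhibition of the luminescence signal of 40% or more relative to plate controls, in a single-dose primary screen at 18.75 µM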
TWEAK-Fn14 inh – TWEAK-Fn14 signaling inhibition. TWEAK-stimulated Fn14 reporter cells, luciferase luminescence, 8 h. inhibition, % at 10 µM. hit rate 2% among 360,000. AID 1159606; in the data active = inhibition above about 50%
KKLEB tox – reduces viability of KKLEB cystic fibrosis airway cells | KKLEB CF airway cells viability, ATPlite luminescence, overnight; hits give low values; cells stimulated with P. aeruginosa culture filtrate | activity change (cytotoxicity), % at 5 µM | hit rate 0.36% among 360,000;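 active = corrected activity change at or below -50% at 5 µM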
TROY NFkB inh – inhibitors of TROY-dependent NF-kB signaling; Q293 LMP1-TROYcd NF-kB luciferase reporter, 4 h; inhibition, % at 10 µM; hit rate 0.98% among 360,000;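 active = compounds whose plate-normalised and pattern-corrected inhibition of the luciferase reporter signal at the single screening dose is 50% or more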
Active calls of the source: *; · = not tested or not shown. Some of the compounds tested, so the mix of outcomes need not match the whole.

SMILES	NR2E3 ag-1	NR2E3 ag-2	Peg3 promoter	Shn3 inh set2	TRPM1 prom inh	CF NFkB block	C8 TRAIL sens	HIF-2a block	TWEAK-Fn14 inh	KKLEB tox	TROY NFkB inh
Cc1onc(NC(=O)NC(=O)c2c(F)cccc2Cl)c1Br	-3	-21	4	19	-4	-19	-15	2	10	-10	8
CSC1=NC(C)(C)C=C(/C=C/c2c(Cl)cccc2Cl)N1	1	8	6	-12	-8	-12	-7	12	4	-10	-17
CN(C1CCCCC1)S(=O)(=O)c1cccc(C#N)c1	-5	-7	0	9	3	-4	4	10	-4	-10	5
O=C(O)Cc1coc(-c2ccc(F)cc2)n1	0	-26	2	-15	-13	14	-16	17	-13	6	-1
Cc1nc(N2CCN(C)CC2)c2sc(=S)n(C)c2n1	-2	-20	-9	15	-19	4	3	-9	-11	-1	-4
CNS(=O)(=O)c1ccc(CCC(=O)N2CCN(c3ccccc3OC)CC2)cc1	0	-2	7	22	7	-15	0	15	13	2	21
COc1ccc(CCNC(=O)c2ccc(NS(=O)(=O)c3ccc4[nH]c(=O)[nH]c4c3)cc2)cc1OC	2	14	7	-2	-3	-16	-3	7	-4	13	6
Cc1cc(C)c2nc(NNC(=O)c3cc(=O)c4ccccc4o3)sc2c1	-2	-91	-55	-16	7	13	6	-120	8	-10	42
CCOCCCNC(=O)C(c1ccc(Cl)cc1)N(Cc1cccs1)C(=O)CNC(C)=O (stereo unspecified)	-4	-11	0	-18	5	-3	-12	5	2	0	-5
COC12CC(=O)C(C(C)=O)=C(O)C1(C)c1c(O)c(C)c(O)c(C(C)=O)c1O2 (stereo unspecified)	·	18	14	22	·	-27	21	22	16	4	-2
COCCn1nnnc1C(c1cccc(OC)c1OC)N1CCN(C2CCCCC2)CC1 (stereo unspecified)	1	2	5	16	-4	0	-6	9	6	-2	-16
O=C(NC1=NCCS1)c1cc2ccccc2o1	-1	-139	-53	-1	-2	-11	58*	-2	82*	9	20
CCCCn1c(N)c(N(CC(C)C)C(=O)C2CCCO2)c(=O)[nH]c1=O (stereo unspecified)	-1	-34	-2	-8	-6	22	5	-1	-8	1	-13
CCN(CC)S(=O)(=O)c1ccc(O)c(C(=O)OCC(=O)NC23CC4CC(CC(C4)C2)C3)c1	·	-28	-8	15	8	-22	-3	-7	5	13	21
CCOc1ccc(S(=O)(=O)N2CCCC(C(=O)N3CCN(CC)CC3)C2)cc1Cl (stereo unspecified)	-3	11	-1	13	0	-10	24	5	7	2	-1
C=C(C)CCOC(=O)C(CC(=O)O)NCc1ccco1 (stereo unspecified)	6	-21	2	2	4	14	3	12	9	-4	-11
O=C(O)CCCCCN1C(=O)CCC1=O	4	0	3	-3	2	-4	2	11	10	-11	6
CCOC(=O)CC(NC(=O)c1ccc(C)cc1)c1ccc(OC)cc1 (stereo unspecified)	2	-1	-2	1	1	-11	7	7	3	-7	9
CNc1ncnc2c1ncn2[C@H]1CN(Cc2ccc(OC)cc2)C[C@@H](CO)O1	·	4	15	-7	·	7	13	12	9	-9	-6
OC(Cc1nc2ccccc2[nH]1)c1ccccc1Cl (stereo unspecified)	2	-58	-130	-48	-50	-1	-6	-211	-34	-6	-18
CSc1nc(C)c2c(n1)N(c1ccc(F)cc1)CC2	0	-16	5	4	4	0	-8	3	-5	-6	-5
CC1(C)CC(=O)C2=C(C1)OC(N)=C([N+](=O)[O-])C2c1ccc(F)cc1 (stereo unspecified)	-1	-9	8	-10	·	-12	0	13	-10	6	-24
Cc1ccc(-c2nn3c(C)nnc3s2)cc1N	2	-18	-86	-20	-4	-16	2	-66	9	-6	-44
N#C/C(N)=C(/C#N)N=Cc1cccc(Cl)c1	0	-24	-2	-2	0	4	-3	-10	-9	-9	3
COc1ccc(Nc2nc(-c3ccncc3)nc3ccccc23)cc1	-1	23	37	22	-27	-5	0	13	7	4	-13
COc1ccc(-c2cc(C(F)(F)F)n3nc(C(=O)Nc4c(C)n(C)n(-c5ccccc5)c4=O)c(Cl)c3n2)cc1	12	-6	6	5	6	-6	5	9	-1	14	3
COc1ccc(-c2csc(NC(=O)Cc3cccc4ccccc34)c2C(=O)O)cc1	·	-15	-2	-6	12	-10	0	6	13	-9	12
COc1ccc(CNC(=O)C2CCC(CNS(=O)(=O)c3cccc4nsnc34)CC2)cc1 (stereo unspecified)	4	-26	5	-38	·	-20	-4	6	19	-1	-8
O=C(CCCn1c(=S)[nH]c2cc3c(cc2c1=O)OCO3)NC1CC1	4	4	19	13	2	0	31	17	1	5	4
CC(OC(=O)c1ccc(Br)o1)C(=O)NCC1CCCCC1 (stereo unspecified)	·	37	14	10	·	4	2	-4	17	4	-1
O=C(NCc1ccccc1)c1onc(CSc2ccccc2)c1C(=O)NCC1CC1	-1	10	20	2	-2	19	0	-3	30	-10	-2
Cc1cccc(NC(=O)c2cccc(S(=O)(=O)N3CCCCC3)c2)c1	5	3	-4	6	-3	-4	-24	-38	16	2	-15
CC(Oc1ccccc1F)C(=O)NNC(=O)c1ccc(-n2cncn2)c([N+](=O)[O-])c1 (stereo unspecified)	·	16	-16	5	6	7	11	4	-10	9	4
O=C(NC1CCCCCCC1)c1c(Cl)cccc1Cl	-1	-7	-5	-9	7	0	-9	2	-12	7	-6
CN(CC(=O)Nc1cccc(F)c1)CC(=O)Nc1ccccc1-c1ccccc1	·	7	16	11	-5	13	-2	0	20	-9	8
COc1cc(C)ccc1OCc1cc(C(=O)N(Cc2nccn2C)C(C)C)no1	5	-123	-345	-89	-72	5	-14	-225	1	29	-40
CC1(C(=O)NS(=O)(=O)C2CC2)CCN(C(=O)c2c(F)cccc2F)C1 (stereo unspecified)	·	-11	-10	-3	·	5	2	10	-10	-7	-2
CC(CN1CCCC1)OC(=O)c1cccc(F)c1 (stereo unspecified)	2	-5	-3	0	4	-15	0	10	12	6	18
Cc1ccccc1NC(=O)c1cccc(S(C)(=O)=O)c1	5	-12	4	13	-9	-2	-5	-1	1	4	-17
COc1ccc(N2CCC(CNC(=S)Nc3ccc(C)cc3C)C2)cc1 (stereo unspecified)	-2	1	12	7	-3	2	-13	5	-17	-6	-14
CCN(CC(=O)Nc1ccc(NC(C)=O)cc1)C(=O)c1cccc(N2C(=O)c3ccccc3C2=O)c1	·	-43	-5	-20	-3	-2	4	8	2	-3	-5
Cc1nc(NC(=O)C2CC3CCCC(C2)C3=O)sc1C (stereo unspecified)	2	-94	-114	-50	-39	-24	0	-169	1	30	-5
COc1ccc(NC2=C(C)C(=O)CC2)cc1	0	-1	-39	-19	11	-45	6	-29	-9	8	-12
S=C(Nc1ccc(CN2CCCCC2)cc1)Nc1cccc(Cl)c1Cl	-2	-2	-9	7	-6	1	15	-2	0	-8	-7

Copied from the listing (six entries):
SMILES	NR2E3 ag-1	NR2E3 ag-2	Peg3 promoter	Shn3 inh set2	TRPM1 prom inh	CF NFkB block	C8 TRAIL sens	HIF-2a block	TWEAK-Fn14 inh	KKLEB tox	TROY NFkB inh
Cc1ccccc1NC(=O)c1cccc(S(C)(=O)=O)c1	5	-12	4	13	-9	-2	-5	-1	1	4	-17
COc1ccc(N2CCC(CNC(=S)Nc3ccc(C)cc3C)C2)cc1 (stereo unspecified)	-2	1	12	7	-3	2	-13	5	-17	-6	-14
CCN(CC(=O)Nc1ccc(NC(C)=O)cc1)C(=O)c1cccc(N2C(=O)c3ccccc3C2=O)c1	·	-43	-5	-20	-3	-2	4	8	2	-3	-5
Cc1nc(NC(=O)C2CC3CCCC(C2)C3=O)sc1C (stereo unspecified)	2	-94	-114	-50	-39	-24	0	-169	1	30	-5
COc1ccc(NC2=C(C)C(=O)CC2)cc1	0	-1	-39	-19	11	-45	6	-29	-9	8	-12
S=C(Nc1ccc(CN2CCCCC2)cc1)Nc1cccc(Cl)c1Cl	-2	-2	-9	7	-6	1	15	-2	0	-8	-7

Quoted at random: 2 records from the list
SMILES	NR2E3 ag-1	NR2E3 ag-2	Peg3 promoter	Shn3 inh set2	TRPM1 prom inh	CF NFkB block	C8 TRAIL sens	HIF-2a block	TWEAK-Fn14 inh	KKLEB tox	TROY NFkB inh
COc1ccc(N2CCC(CNC(=S)Nc3ccc(C)cc3C)C2)cc1 (stereo unspecified)	-2	1	12	7	-3	2	-13	5	-17	-6	-14
CC1(C(=O)NS(=O)(=O)C2CC2)CCN(C(=O)c2c(F)cccc2F)C1 (stereo unspecified)	·	-11	-10	-3	·	5	2	10	-10	-7	-2
